Compound activity from PubChem.
PKA-R2B act – activates the human PKA-R2B holoenzyme complex; AID 504700; 340,000 tested, 0.079% active; PKA-R2B holoenzyme dissociation, Cy5-IP20 fluorescence polarization; R2B truncated from residue 108, S112A mutant; 0% DMSO only, 100% 113 µM cGMP; P22694+P31323; activation, % at 11.4 µM;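 active = activation above a cutoff set at the mean over all compounds plus 3 SD, cut at about 18% in these data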;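 note: higher means more holoenzyme dissociation and a rise in polarization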
Target sequence (P31323 whole entry, looked up, other chains not shown, the tested form may be a part): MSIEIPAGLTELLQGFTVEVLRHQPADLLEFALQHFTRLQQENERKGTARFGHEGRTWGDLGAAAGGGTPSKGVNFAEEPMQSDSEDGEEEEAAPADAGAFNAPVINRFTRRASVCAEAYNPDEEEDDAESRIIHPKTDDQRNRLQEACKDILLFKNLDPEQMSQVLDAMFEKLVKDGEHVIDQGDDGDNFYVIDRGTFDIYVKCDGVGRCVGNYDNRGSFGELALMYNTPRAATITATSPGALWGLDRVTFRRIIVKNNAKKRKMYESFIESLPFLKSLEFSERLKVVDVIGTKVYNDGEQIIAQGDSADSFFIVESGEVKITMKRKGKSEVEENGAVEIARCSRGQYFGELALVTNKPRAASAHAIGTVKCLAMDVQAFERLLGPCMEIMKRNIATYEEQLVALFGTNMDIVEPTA
PfHsp90 yeast 2 – growth inhibition of yeast expressing Plasmodium Hsp90; S. cerevisiae expressing PfHsp90, BacTiter-Glo ATP, 48 h; yeast lacking PDR1 and PDR3 efflux regulators; inhibition, % at 9.4 µM; 310,000 tested, 0.32% active; AID 504621;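 active = every replicate shows inhibition above about 80%, whatever the replicate mean, limit read from the data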;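 note: 0% = DMSO neutral controls and 100% = 20 µM radicicol positive controls; yeast relying on Plasmodium falciparum Hsp90 in place of its own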
phage Ecoli inh – E. coli growth loss with phage present | growth absorbance | inhibition, % at 11.9 µM | 360,000 tested, 0.26% active | AID 651602; in the data active = inhibition above about 11%
Mot1-301 SUMO – blocks SUMOylation pathway, rescuing yeast Mot1-301 growth | S. cerevisiae Mot1-301 growth rescue, ATP luminescence, 38.5C; percent above DMSO median, 100 means doubled | 320,000 tested, 1% active | growth rescue, % at 18.8 µM | AID 2716;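 active = every valid replicate shows activation above 250% relative to neutral control wells; inactive = the rest, any valid replicate at or below 250%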;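 note: OY570 slx delta 5 strain wells were the positive control but not used for scaling; some compounds called inactive have numbers as strong as hits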
Ecoli viability – counter-screen for AddAB inhibitors: E. coli growth inhibition. E. coli V3065 growth, OD600 absorbance, 18 h. inhibition, % at 11.9 µM. 330,000 tested, 0.27% active;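 active = inhibition above the campaign's mean inhibition across all tested compounds plus 3 SD, cut at about 9.9% in these data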;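 note: uninfected addAB+ strain grown without phage in ampicillin broth; 0% = DMSO wells and 100% = ciprofloxacin 0.95 µg/ml wells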
MOR-DOR ag – OPRM1-OPRD1 heterodimerization agonism | P35372+P41143 | activation, % at 9.3 µM | AID 504326 | cells, luminescence | 340,000 tested, 0.3% active; in the data active = activation above about 18%;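 note: 0% = vehicle-treated cells and 100% = reference agonist; values of inactives mirror those of a sister screen read the other way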
HTR5A inv ag – inverse agonist of human HTR5A in OPRM1-OPRD1 counter-screen; AID 504634; HTR5A cell line, luminescence, inverse agonism; P47898; inhibition, % at 9.3 µM; 340,000 tested, 0.083% active; in the data active = inhibition mostly above about 23%, no sharp cut-off; inactive = mostly below about 18%;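 note: 0% = cells with DMSO and 100% = no-cell wells with DMSO; some compounds called inactive have numbers as strong as hits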
Target sequence (P47898 whole entry, looked up): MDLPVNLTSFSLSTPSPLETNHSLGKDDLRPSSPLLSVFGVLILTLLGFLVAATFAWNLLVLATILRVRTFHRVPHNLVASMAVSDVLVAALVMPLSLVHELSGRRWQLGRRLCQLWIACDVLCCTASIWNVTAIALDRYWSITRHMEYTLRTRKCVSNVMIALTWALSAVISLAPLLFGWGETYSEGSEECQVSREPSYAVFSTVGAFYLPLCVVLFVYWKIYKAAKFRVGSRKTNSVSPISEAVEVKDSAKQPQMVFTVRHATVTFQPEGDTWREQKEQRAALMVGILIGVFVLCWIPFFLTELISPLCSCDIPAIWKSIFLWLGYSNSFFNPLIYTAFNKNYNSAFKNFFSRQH
AddAB inh – less growth of phage-infected E. coli with AddAB. E. coli expressing H. pylori AddAB, absorbance growth. inhibition, % at 11.9 µM. 330,000 tested, 0.29% active; in the data active = inhibition above about 12%;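 note: 0% = vehicle wells of infected cells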
PKA-R1A activ – PKA-R1A complex activation. P00514+P68181. PKA-R1A dissociation, Cy5-IP20 fluorescence polarization; scaled: DMSO 0%, 113 µM cGMP 100%. activation, % at 11.4 µM. 340,000 tested, 0.083% active. AID 504707;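 active = percent activation above the mean of all tested compounds plus 3 SD, cut at about 19% in these data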;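 note: higher means more PKAc released from R1A so a rise in polarization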
OPRM1-OPRD1 inv – mu-delta opioid heterodimer inverse agonism; P35372+P41143; cell-based MOR-DOR heterodimer luminescence; inhibition, % at 9.3 µM; 340,000 tested, 0.21% active; AID 504357; in the data active = inhibition above about 22%, passing the limit was not always enough;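 note: 0% = cells with DMSO and 100% = wells without cells with DMSO; values of inactives mirror those of a sister screen read the other way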
Tat transport – inhibitors of E. coli Tat protein transport. AID 488895. inhibition, % at 10 µM. E. coli MC4100 TorA-mCherry Tat export, fluorescence. 340,000 tested, 0.036% active;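 active = mean replicate inhibition at least 50% and at least half of replicates individually reaching 50%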;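 note: exported cargo escapes ClpAP degradation while cytoplasmic cargo is degraded and loses fluorescence; 0% = median of neutral control wells and 100% = median of NaSCN control wells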
* = called active by the depositor; . = no result given; + = active, no number.

SMILES	PKA-R2B act	PfHsp90 yeast 2	phage Ecoli inh	Mot1-301 SUMO	Ecoli viability	MOR-DOR ag	HTR5A inv ag	AddAB inh	PKA-R1A activ	OPRM1-OPRD1 inv	Tat transport
O=C(c1ccc2c(c1)OCCO2)N1CCN(Cc2c(F)cccc2Cl)CC1	-8	-18	-1.4	32	-1.6	-3.0	3	-1.4	6	11	5
CCCSCCCNC(=O)CN1C(=O)COc2ccc(S(=O)(=O)N3CCCC3)cc21	3	-9	2.0	.	-4.1	-3.2	-16	1.6	-6	16	-2
Cc1cc(Cl)nc(Cl)c1C(=O)NC(=O)NCCC(C)C	-1	-2	5.0	-15	1.0	0.2	10	-1.2	2	-1	7
Cc1ccccc1N(CC(=O)NC1CCCC1)C(=O)C1(C)CC(=O)N=C2C=CC=CN21 (centres undefined)	10	23	0.0	99	6.6	-0.5	3	-1.1	7	3	7
Cc1cc(C(=O)Nc2ccc(S(=O)(=O)N3CCCC3)cc2)cs1	-5	-21	5.3	25	6.2	-1.5	-14	5.8	-4	8	-9
CCCNC(=O)N[C@@H](CCSC)C(=O)OC	-7	-8	3.3	9	-2.4	-0.7	14	1.6	-5	3	8
S=C(NCc1ccncc1)Nc1ccc(Cl)c(Cl)c1	1	4	7.8	1	3.1	0.6	-5	8.8	-3	-3	-8
CC(C(=O)Nc1ccc(N2CCOCC2)cc1)N1C(=O)NC(C)(C)C1=O (centres undefined)	6	5	2.8	6	0.5	0.6	3	0.7	11	-2	3
O=C(O)CSc1ncccc1C(=O)O	-6	-12	3.7	-3	-0.7	-0.2	10	2.4	-2	1	4
NC(=O)c1nn(-c2ccccc2)nc1NC(=O)Cn1nnc(-c2ccccc2)n1	-6	-25	-0.7	-3	0.2	4.1	0	1.5	-2	-18	11
CCCCNC(=O)c1cc(-c2ccc(F)cc2)on1	-13	-10	2.8	3	-0.1	-0.8	10	-1.2	-9	4	3
Cc1nc2ccc(S(=O)(=O)NCC(=O)N3CCc4ccccc4C3)cc2s1	-2	3	0.6	11	-0.9	-1.9	-11	2.4	-3	11	1
COCCCNC(=O)c1c(N)n(/N=C/c2ccccn2)c2nc3ccccc3nc12	5	-7	3.8	.	.	2.2	-20	.	-9	-11	4
CCC(C)NC(=O)c1cnc2n(c1=O)CCS2 (centres undefined)	0	2	1.1	0	0.7	-3.1	-17	1.4	3	16	0
O=C(NNS(=O)(=O)c1ccccc1)C(O)(c1ccccc1)c1ccccc1	-8	9	4.0	-1	1.3	-0.9	-28	1.4	-1	5	-9
CCOc1ccc(-n2c(SCC(=O)Nc3ccc(CC)cc3)nc3n[nH]c(C)c3c2=N)cc1	7	9	2.8	11	-4.2	10	-43	2.3	-3	-67	-1
Cc1cc(C)cc(C(=O)Nc2cccnc2)c1	-10	32	2.5	-9	0.6	0.1	-9	3.0	-2	0	-1
CC(/C=C/c1ccccc1)=N/NC(=O)CNC(=O)c1ccccc1F	-7	-11	3.1	-10	-2.5	-0.8	8	1.4	-2	4	-6
O=c1c(-c2ccc(O)cc2O)coc2cc(O)cc(O)c12	-3	-20	3.9	-1	0.2	-1.0	13	4.7	6	5	-1
CCOCCCn1c(SCC(=O)Nc2cccc(S(=O)(=O)NC3=NCCCCC3)c2)nc2ccccc2c1=O	-2	-28	-4.3	85	1.0	-0.2	-11	3.7	-10	1	1
CCOC(=O)Cn1c(=O)oc2cc(S(=O)(=O)N(C)c3ccc(OC)cc3)ccc21	15	-6	-0.5	3	-1.2	-2.4	-10	-0.4	-4	12	-2
O=c1[nH]c(SCc2ccccc2Cl)nc2c1cnn2-c1ccccc1	-9	-19	0.7	3	-1.3	1.4	5	-2.9	6	-7	-8
C=CCCC(=O)N1CCC(n2nccc2NC(=O)c2ccccc2C)CC1	-2	-4	0.4	-3	0.0	-2.6	6	-0.6	2	13	4
Cc1ccc(NC(=O)c2ccc([N+](=O)[O-])o2)cc1C	4	44	9.6	73	31*	7.2	-14	27*	-12	-41	-18
O=C(NCCS(=O)(=O)N1CCN(c2ccccc2)CC1)C1CC(=O)N(c2ccccc2)C1 (centres undefined)	8	-7	2.5	-15	1.0	-0.6	18	2.7	4	3	7

Next structures follow.
SMILES	PKA-R2B act	PfHsp90 yeast 2	phage Ecoli inh	Mot1-301 SUMO	Ecoli viability	MOR-DOR ag	HTR5A inv ag	AddAB inh	PKA-R1A activ	OPRM1-OPRD1 inv	Tat transport
CC1=C(C(=O)N2CCOCC2)C(c2cc(C)ccc2C)NC(=S)N1 (centres undefined)	8	-6	2.2	33	1.0	-2.8	-7	4.4	-1	13	-17
COc1ccc(NC(=O)C(F)(OC)C(F)(F)F)c(OC)c1 (centres undefined)	8	24	2.5	-15	2.4	-1.2	23	0.8	8	7	-4
C=CCCCN(Cc1ccccc1)S(=O)(=O)c1ccccc1Br	-9	-1	2.9	-1	0.0	2.4	5	4.1	-5	-14	-15
CCc1nnc(NC(=O)CSc2nc(C)cs2)s1	-1	-13	-0.6	167	-2.7	-0.6	9	2.6	-1	5	-5
c1ccc(Nc2c3c(nc4ccccc24)CCC3)cc1	-2	-5	5.8	-7	-0.7	0.2	12	6.5	1	-1	-2
CCOC(=O)c1c(NC(=O)COC(=O)c2cnc(C)cn2)sc(C(=O)N(C)C)c1C	-1	.	0.8	10	-0.9	-1.6	9	-1.6	5	10	-7
Cc1c(C(=O)Nc2nonc2-c2ccc(F)cc2)oc2ccc(F)cc12	-2	-47	1.0	-1	-0.3	2.7	-8	-0.1	-20	-15	0
Cc1coc2c(C)c3oc(=O)c(CCC(=O)NCc4ccccn4)c(C)c3cc12	-10	-7	2.8	3	0.8	-3.9	12	2.5	20*	20	3
O=C(Nc1ccncc1)c1ccc(C(=O)Nc2ccncc2)cc1	0	6	2.7	-19	0.5	-1.1	-11	6.8	-13	6	-1
O=C(COc1ccc(Cl)cc1Cl)N/N=C/c1cccnc1	-4	-3	0.4	11	1.9	-0.7	-3	0.1	-20	4	0
O=C(N/N=C/c1cccnc1)c1ccc(NC(=O)c2cccc(Cl)c2)cc1	6	-14	2.7	18	-2.6	-0.6	-26	0.0	-2	3	-5
CCN(CC)c1ccc(/C=N/NC(=O)c2cccc(S(=O)(=O)N3CCOCC3)c2)c(O)c1	0	-12	2.8	-8	3.3	1.3	-7	6.3	3	-6	-4
CN1C=CC=C/C1=C1/SC(=S)N(Cc2ccccc2)C1=O	-2	24	2.6	9	-0.5	-1.1	21	4.4	-1	5	-4
O=C1NCCN1Cc1cccc(Cl)c1	2	.	3.0	-8	-0.7	-0.2	-15	2.3	-6	1	1
C=CCOC(=O)C1=C[C@H](c2cn(C(C)=O)c3ccccc23)C[C@H](OCCCCO)O1	-9	9	0.2	-13	-1.8	1.2	7	-1.9	2	-7	3
CCNC(=O)NC(=O)COC(=O)CCCSc1nc2ccccc2s1	-10	-9	1.9	4	-2.4	2.6	-6	1.4	3	-13	-7
O=C(CCc1ccccc1)N/N=C\C1CC=CCC1 (centres undefined)	6	-12	1.5	-7	-0.9	1.0	-10	-2.4	3	-6	-2
COCCN(CC(=O)Nc1cccc(C)c1)S(=O)(=O)c1ccc(S(=O)(=O)N2CCCC2)cc1	3	-23	1.7	-6	-2.8	-0.7	-10	0.8	-5	4	-6
O=C(CSc1nnc(NC(=O)C2CC2)s1)NCc1ccco1	-5	32	1.7	10	1.2	-1.7	-6	5.3	2	9	-2
Cc1ccc2c(c1)C(=O)C(=O)N2CC(=O)Nc1ccccc1NC(=O)c1ccccn1	-4	6	-1.0	-10	-1.2	-8.8	2	4.4	1	47*	-10
COC(=O)CSC(C(=O)Nc1ccc(C)c(C)c1)c1ccccc1 (centres undefined)	-10	-52	-0.6	-2	-1.4	0.1	-3	3.6	-19	0	6
COc1ccc(C(=O)COC(=O)c2cc([N+](=O)[O-])ccc2N2CCOCC2)c(OC)c1	-7	+	3.5	-7	2.5	-0.6	11	0.3	-7	3	3
CCOC(=O)C1=C(C)N(CCC(=O)O)C(=O)NC1c1ccccc1Cl (centres undefined)	-14	2	3.2	7	-1.9	-3.5	5	0.8	-23	19	0
O=C(NC(C(=O)N/N=C/c1cc([N+](=O)[O-])ccc1O)c1n[nH]c(=O)c2ccccc12)c1ccccc1 (centres undefined)	-1	3	2.2	-10	-0.6	-0.5	24	4.2	-7	4	-1
N#Cc1c(NC(=O)c2ccc(Cn3cc(Br)cn3)o2)sc2c1CCCCCC2	-6	9	1.7	-28	-2.1	3.5	-5	0.3	-12	-18	4

(list continues)
SMILES	PKA-R2B act	PfHsp90 yeast 2	phage Ecoli inh	Mot1-301 SUMO	Ecoli viability	MOR-DOR ag	HTR5A inv ag	AddAB inh	PKA-R1A activ	OPRM1-OPRD1 inv	Tat transport
COc1ccc(-c2cc(C(=O)Nc3c(C)n(C)n(-c4ccccc4)c3=O)no2)cc1	6	3	3.6	104	-2.7	-1.0	6	0.1	-10	5	2
CC(=O)Nc1nc(SCc2cccc3ccccc23)n[nH]1	3	-17	1.7	-14	1.8	-3.5	-2	1.6	3	18	2
Nc1nnc(CCOc2ccc(Cl)cc2)s1	-11	9	0.2	1	0.1	-1.7	-19	1.1	-7	10	6
NC(=O)c1ccc(NC(=O)CN2CCN(S(=O)(=O)c3ccc4ccccc4c3)CC2)cc1	-2	-9	1.6	12	-1.4	0.2	9	1.1	-5	-1	4
N/C(=N\NC(=O)c1cccs1)c1cc2cc(Cl)ccc2oc1=O	-9	12	1.3	673	0.4	-0.4	7	0.9	5	2	-1
O=C(NCCCN1CCCC1=O)c1ccc(NS(=O)(=O)c2ccc(F)cc2)cc1	-2	4	-0.4	5	0.0	-2.7	-3	1.3	-11	11	-2
CC(C)CNc1nc(Oc2ccc(=O)[nH]n2)nc(N2CCOCC2)n1	-5	-74	3.1	14	-2.0	-3.9	-4	0.5	-4	20	-3
COc1ccccc1NC(=O)c1ccc(S(=O)(=O)N(C)c2ccccc2)cc1	-11	-10	3.9	.	0.7	-1.1	0	-0.1	-3	5	-1
COC(=O)Cn1cc([N+](=O)[O-])nc1C	-6	-13	1.4	161	0.2	-1.2	5	0.4	-3	6	-5
Cc1cc(NC(=O)CSc2nc(C3CC3)nc3sc(C)c(C)c23)no1	-9	-14	2.7	13	0.1	-0.7	5	-2.7	-4	4	-8
CC(C)CC(NC(=O)C1CCCCC1)C(=O)N1CCN(c2ccccn2)CC1 (centres undefined)	-7	-4	-0.5	5	-4.0	-0.2	-3	-0.5	-5	1	12
Cc1cc(C)c2c(c1)C(=O)/C(=C/c1ccc(C(=O)O)cc1)CC2	-9	-31	-0.5	48	-2.3	-0.9	-16	2.3	-5	5	-1
COc1cc(O)c(C(CCN2CCCC(C)C2)c2ccc3c(c2)OCO3)c(OC)c1 (centres undefined)	3	-17	4.4	13	0.7	-2.5	10	1.0	2	12	-9
CCOc1ccc(OCCN2CCCCC2)cc1	0	-4	0.9	25	-0.7	-2.3	4	1.0	-4	14	-1
